DENV2 CPE rescue = protects cells from dengue virus 2 cytopathic effect; 1.7% of 350,000 active; DENV2-infected cells, cytopathic effect rescue, plate reader; CPE inhibition, % at 9.99 µM; in the data active = CPE inhibition above about 20%, passing the limit was not always enough; inconclusive = no clear call, values can overlap the other calls; tested in BHK-21 cells;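 also: 0% = median of neutral control wells and 100% = median of positive control wells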
PAX8 reporter = lowers PAX8-driven luciferase in RMG-I cells | inhibition, % at 12.6 µM | 1.2% of 360,000 active | AID 652154 | RMG-I TPO-luciferase reporter, SteadyGlo, 24 h;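 active = mean replicate inhibition at least 60% with every replicate also reaching 60%; inconclusive = only one of the two criteria is met; inactive = mean below 60% and not all replicates reaching 60%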;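 also: luciferase light reporting Pax8 driven TPO promoter activity; plate controls were median of neutral control wells for no effect and mitoxantrone controls for full effect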
CFTR F508del cor = CFTR F508del correction in bronchial cells | activity (quench increase), % at 7.58 µM | CFBE cells, YFP halide quenching; stimulated with forskolin plus potentiator P3; % fluorescence drop versus neutral controls | 0.36% of 350,000 active | AID 720511;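 active = mean added fluorescence quench of at least 8% versus neutral control, with both replicates also reaching 8%; inconclusive = only one of the mean or replicate conditions met; inactive = mean below 8% and not both replicates reaching 8%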;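 also: cells transiently co-express mutant CFTR-F508del with the halide-sensitive YFP; corrector assay measuring rescue of mutant channel to the surface after 24 h compound exposure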
GSIS activator = primary screen for activators of insulin secretion dependent on glucose, INS-1E cells, GLuc reporter luminescence; INS-1E GLuc reporter insulin secretion, 2-3 h; activation, % at 16.6 µM; 0.61% of 370,000 active;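 active = lowest replicate activation of at least 40%, so every replicate reaches that level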;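 also: 0% = median of neutral control wells and 100% = median of IBMX positive control wells; some compounds called inactive have numbers as strong as hits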
miR122 inh = miR-122 inhibition in Huh7 cells; Huh7 miR-122 Renilla luciferase sensor, 48 h; neutral wells = 0, positive control = 100; activation (reporter increase), % at 12.5 µM; 0.3% of 340,000 active; AID 602342;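 active = mean replicate activation score at least 90 and every replicate individually at or above 90; inconclusive = only one of the two criteria met; inactive = neither criterion met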;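 also: higher luciferase means less miR-122 activity so hits act as miR-122 inhibitors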
EWS-Fli block = EWS/Fli transcriptional activity inhibition; A673 NR0B1-luciferase reporter, viability-normalised; inhibition, % at 12.6 µM; 0.67% of 350,000 active; AID 651661;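 active = mean inhibition of at least 50% after viability correction, with every replicate also passing that limit; inconclusive = mean reaches 50% but only one of two replicates passes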;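 also: firefly luciferase signal divided by Alamar Blue viability fluorescence both relative to DMSO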
FN deposit inh = fibronectin deposition inhibition; AH1F fibroblasts, Alexa488-fibronectin deposition fluorescence, overnight; inhibition, % at 12.6 µM; 0.086% of 350,000 active; AID 743247;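 active = mean inhibition across replicates of 30% or more, regardless of how many single replicates reach that level; inconclusive = mean under 30% yet at least half of replicates reach 30%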;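 also: positive control wells lacked labelled fibronectin entirely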
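Material: AH1F fibroblasts assembling fluorescent fibronectin matrix; amount: 10000 AH1F cells/well; medium: DMEM, 2% serum; reagent: Alexa488-fibronectin, 24 nM final in well; dosing: single compound dose, delivered by pin transfer; incubation: 1 h adhesion, overnight exposure; detection: fluorescence after three HBSS washes, excitation 485 nm, emission 525 nm; measure: fibronectin deposition inhibition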
* = called active by the depositor; ? = inconclusive; / = not tested or not shown; & = joins results of further samples; [ ] = remark or other dose. Rows were taken by chance; about 3.9% have a hit in one of these screens.

SMILES | DENV2 CPE rescue | PAX8 reporter | CFTR F508del cor | GSIS activator | miR122 inh | EWS-Fli block | FN deposit inh
O=c1cc(Cl)[nH]c(=O)n1Cc1ccccc1 | -6 | 6 | 0.1 | 48* | -5 | 12 | 2
Cn1ncc(Cl)c(Oc2ccccc2)c1=O | 4 | / | -0.6 | 7 | -7 | 2 | /
CCc1cc(C(=O)N2CCN(c3ccccc3OC)CC2)sc1C | 4 | 45 | 4.0 | -13 | 3 | 5 | 9
O=C(NCC(c1ccco1)N1CCOCC1)c1ccc(F)cc1 (configuration not stated) | -5 | / | -0.1 | 5 | 0 | 1 | 6
COc1cccc(S(=O)(=O)N2CCCCN3[C@@H](CO)[C@@H](c4ccc(C5=CCCCC5)cc4)[C@@H]3C2)c1 | 15 | 26 | 2.1 | -5 | -1[16.7 µM] | 14 | /
COc1cccc(NC(=O)CN(C)C(=O)/C=C/c2cn(-c3ccccc3)nc2-c2ccc(C)cc2)c1 | -2 | 26 | 0.1 | -4 | / | -1 | -7
NC(=S)N/N=C/c1ccc2c(c1)OCCO2 | 0 | -27 | 4.9 | 3 | / | -29 | 9
Cn1c(=O)c(=O)n(C)c2cc(S(=O)(=O)NCc3ccc(Cl)cc3)ccc21 | ? | 28 | 2.3 | -11 | / | 6 | -2
CCc1cccc(NC(=O)COC(=O)/C=C/c2cccs2)c1 | -3 | -6 | 2.5 | 3 | / | -5 | -2
CN(C(=O)c1cccc(NC(=O)Cc2ccc(NC(=O)C3CCCN(C(=O)C4CCC4)C3)cc2)c1)C1CCC1 (configuration not stated) | 0 | -44 | -0.6 | -5 | / | -5 | -3
C[C@@H]1CCCCO[C@@H](CN(C)S(=O)(=O)c2cccs2)[C@@H](C)CN([C@H](C)CO)C(=O)c2cc(NS(=O)(=O)c3ccc(Cl)cc3)ccc2O1 | -4 | -1 | 2.9 | -28 | 5[16.7 µM] | 2 | 1
O=C(c1ccccc1)N1C[C@H]2[C@@H](c3ccccc31)[C@H](CO)N2Cc1ccccc1F | -4 | 21 | 0.0 | 1 | -12[16.7 µM] | 1 | /
CCOC(=O)c1ccc(Nc2ccc(C(C)=O)cc2)cc1 | -3 | -172 | -2.4 | 2 | -2 | -39 | -4
CCCNC(=O)N1CC2(CN(C(=O)Nc3cccc(F)c3)C2)c2c(n(C)c3cc(OC)ccc23)[C@@H]1CO | -2 | / | -0.2 | 2 | / | 6 | /
Cc1noc(C)c1NC(=O)N(C)C[C@@H]1Oc2ccc(NC(=O)Cc3cn(C)c4ccccc34)cc2C(=O)N([C@H](C)CO)C[C@H]1C | 4 | / | 1.5 | 20 | -1[16.7 µM] | -4 | /
Cc1cccc(-c2ccc([C@H]3[C@H]4CN(Cc5cncnc5)CCCCN4[C@H]3CO)cc2)c1 | 17 | -8 | -0.4 | -5 | 1[16.7 µM] | 5 | /
COc1ccc(OC)c(C2Nc3nc4ccccc4n3C(C)=C2C(=O)Nc2ccc(C)cc2C)c1 (configuration not stated) | / | / | / | -16 | 12 | / | -9
Cc1nn(C)c(C)c1NC(=O)COc1ccc(Cl)cc1 | ? | 13 | 3.2 | 5 | -6 | 4 | 6
C[C@H](CO)N1C[C@H](C)[C@@H](CN(C)S(=O)(=O)c2ccccc2)OCCCC[C@H](C)Oc2ccc(NS(=O)(=O)c3cccs3)cc2C1=O | 2 | 30 | -3.1 | 0 | 2[16.7 µM] | -5 | -11
COCC(=O)N1CC2(C1)CN(Cc1ccccc1Cl)[C@H](CO)c1c2c2ccc(OC)cc2n1C | -8 | 0 | -1.7 | -9 | / | -8 | /
O=S(=O)(c1ccc(F)cc1)N1CCN=C1SCc1cccnc1 | -8 | 12 | -0.4 | 12 | / | 1 | 4
Cc1nnsc1C(=O)N/N=C/c1c(F)cccc1Cl | 5 | -1 | -0.7 | 3 | / | -8 | 4
C[C@H](CO)N1C[C@H](C)[C@H](CN(C)C(=O)NC2CCCCC2)Oc2ccc(NC(=O)CCCN(C)C)cc2CC1=O | -10 | -35 | -2.2 | 15 | 4[16.7 µM] | -8 | /
C[C@H](NC(=O)[C@@H]1Cc2ccccc2CN1C(=O)OC(C)(C)C)C(=O)NC1CCCC1 | 1 | -8 | 0.9 | 5 | -7 | / | 2
CCc1cc2c(=O)c(-c3nc4ccccc4n3C)c(C)oc2c(CN2CCCCC2)c1O | 1 | 1 | -0.8 | -16 | -7 | 0 | -16
CCNC(=O)N1CCC(n2nccc2NC(=O)CCCc2ccccc2)CC1 | -9 | 0 | 0.0 | 4 | -3 | / | 1
COc1ccccc1C(=O)NC(CCSC)C(=O)NNC(=O)c1ccc(F)cc1 (configuration not stated) | -4 | / | 1.6 | / | 1 | 2 | -3
C[C@H](CO)N1C[C@H](C)[C@@H](CN(C)S(C)(=O)=O)Oc2ccc(NS(=O)(=O)c3cn(C)cn3)cc2C1=O | -1&-4 | -2 | 2.3&-0.8 | 17&0 | -2[16.7 µM] | -2&-17 | 1
C=CCNCc1cc(=O)n2c(-c3ccccc3)csc2n1 | -4 | 16 | -2.5 | / | -2 | 5 | -2
C/C=C/c1ccc(C2[C@@H]3CN(S(=O)(=O)c4cccc(OC)c4)C[C@H]2N3)cc1 (some centres not stated) | ? | -14 | -0.7 | -1 | / | 12 | 6
O=C(C[C@H]1CC[C@H]2[C@@H](COC[C@@H](O)CN2C(=O)Nc2ccccc2)O1)NC1Cc2ccccc2C1 | 3 | 19 | -3.5 | 16 | 10[16.7 µM] | 0 | 4
CCC(C)NC(=O)c1cn(CC)c2ccc(S(=O)(=O)N3CCCCCC3)cc2c1=O (configuration not stated) | 0 | 13 | -3.3 | 7 | -3 | / | 1
CSCCC(NC(=O)COc1ccccc1)C(=O)N1CCCC(C)C1 (configuration not stated) | 3 | 5 | -6.2 | 19 | 10 | / | 9
COc1cccc(S(=O)(=O)N2CC[C@@H]3[C@H]2c2cc(Br)ccc2N[C@@H]3CO)c1 | -16 | 6 | -3.2 | -1 | -10[16.7 µM] | 4 | -1
CC(C)(C)n1nnnc1C(c1cc2ccccc2o1)N1CCN(C(=O)OCc2ccccc2)CC1 (configuration not stated) | 13 | 15 | 0.6 | -19 | / | 11 | 5
CC(=O)Nc1ccc(NC(=O)COc2ccc(S(=O)(=O)NC(C)c3ccccc3)cc2)cc1 (configuration not stated) | 15 | -3 | -0.4 | -2 | 59 | -2 | -7
Cc1cc(C(=O)N2CCN(c3ccc([N+](=O)[O-])cc3)CC2)n[nH]1 | 3 | 15 | -0.7 | 6 | / | 4 | 5
CCC(=O)Nc1ccc(C(=O)NNC(=O)COc2cccc(C)c2)cc1 | -1 | 14 | / | 5 | / | 3 | 3
C[C@H](CO)N1C[C@H](C)[C@@H](CN(C)S(C)(=O)=O)Oc2cc(C#CC3CCCC3)ccc2S1(=O)=O | 13 | / | 1.4 | -13 | 11[16.7 µM] | 23 | /
Cc1noc(C)c1NC(=O)N(C)C[C@@H]1Oc2ccc(NC(=O)NC(C)C)cc2CC(=O)N([C@@H](C)CO)C[C@H]1C | 2 | -23 | 1.0 | 0 | -1[16.7 µM] | -7 | /
Cc1nc2c3ccccc3nc(SCC(=O)N3CC(C)CC(C)C3)n2n1 (configuration not stated) | / | 4 | / | / | -4 | / | -1
Cc1cc(=O)[nH]c(SCc2cn3ccccc3n2)n1 | 16 | 1 | 0.3 | 73* | -3 | -2 | 6
Cc1cc[n+](CC(=O)c2ccc(NC(=O)c3ccccc3)cc2)c2ccccc12 | ? | 80* | 1.2 | / | -16 | 22 | -11
O=C(C[C@@H]1C[C@H]2c3cc(NC(=O)NC4CCCC4)ccc3O[C@H]2[C@@H](CO)O1)NCc1cccnc1 | ? | 4 | 0.0 | 1 | / | -7 | -16
COc1ccccc1NC(=O)Nc1nc(C(C)(C)C)cs1 | -12 | -38 | 0.9 | -32 | / | -40 | 4
COCCCNC(=O)C1CCN(S(=O)(=O)c2ccc3nc4c(c(C(=O)O)c3c2)CCCCC4)CC1 | -4 | -7 | 0.9 | -3 | -3 | / | 1
Cc1ccc(S(=O)(=O)N2CCOCC2)cc1NC(=O)CNC1CCCC1 | -6 | 2 | 0.0 | 4 | / | -2 | -5
O=C(Cc1ccccn1)NCC[C@@H]1CC[C@H](NC(=O)Nc2ccc(Cl)cc2)[C@@H](CO)O1 | 5 | / | 2.4 | 9 | / | / | /
O=c1[nH]c(C2CCN(S(=O)(=O)c3ccc4c(c3)OCCO4)CC2)nc2c1nnn2Cc1ccccc1F | 2 | 11 | 2.5 | 58 | / | 0 | 2
C[C@H]1CN([C@@H](C)CO)C(=O)CCCn2nncc2CO[C@@H]1CN(C)Cc1ccc(C(F)(F)F)cc1 | -3&-4 | -12&4 | -3.8&0.5 | 7&-8 | 4 | 4&4 | 4&-7
Cc1cc(C)c2[nH]c(=O)c(CN(Cc3cccs3)C(=S)NCc3ccco3)cc2c1 | / | 4 | / | -21 | / | / | 5
Cc1cc(C)c(NC(=O)c2ccc(CNS(=O)(=O)c3cc(C(F)(F)F)ccc3Cl)cc2)c(C)c1 | 0 | 10 | / | -9 | / | -41 | -7
O=C(Nc1ccccc1)c1c(F)c(F)c(F)c(F)c1F | 17 | / | -1.0 | 9 | -2 | 4 | /
COC(=O)c1cc2c(ccn2C)n1C | -5 | -7 | 1.4 | -10 | / | 7 | -15
COCCCN1C(=O)C(CC(=O)NCc2cccs2)CC(C(=O)N2CCCCCC2)=C1C (configuration not stated) | 8 | 9 | -0.7 | 9 | / | -4 | -13
COc1ccc2oc(C(=O)OCC(=O)N3CCC(C)CC3)c(C)c2c1 | -8 | 5 | -0.8 | -14 | / | -2 | /
O=C(Nc1ccc(F)cc1)C1CC(=O)n2ncnc2N1 (configuration not stated) | 3 | -4 | -1.9 | 7 | -8 | -6 | 1
COC(=O)[C@H](Cc1ccccc1)NC(=O)NC(C)CCc1ccccc1 (some centres not stated) | -2 | 15 | -0.1 | -23 | -5 | 1 | -4
CCOCc1nc2nc(Cl)c(Cl)nc2[nH]1 | 2 | -12 | -2.0 | -1 | / | -16 | 6
O=C(NCc1cccc(F)c1)c1ccc2nc(N3CCOCC3)sc2c1 | -4 | -6 | 2.0 | -2 | 7 | -18 | -2

Continuation.
SMILES | DENV2 CPE rescue | PAX8 reporter | CFTR F508del cor | GSIS activator | miR122 inh | EWS-Fli block | FN deposit inh
C[C@H](O)C#Cc1ccc([C@H]2[C@H](CO)N3CCCCN(CC4CCOCC4)C[C@@H]23)cc1 | 14 | -11 | 0.7 | 7 | -3[16.7 µM] | -1 | /
CCCN(CC(=O)Nc1ccccc1C)C(=O)c1cc(C)oc1C | 10 | 6 | 1.6 | / | / | -5 | 7
COC(CNC(=O)c1cc(Sc2nnc(C)s2)nc2ccccc12)OC | / | 12 | / | 0 | -2 | / | -2
C=CCn1c(C(CCCC)CC(O)COCC(C)C)n[nH]c1=S (configuration not stated) | 1 | 7 | 4.1 | 8 | -3 | -2 | 12

Sorted by molecular weight (smallest number first): part of the list above
SMILES | DENV2 CPE rescue | PAX8 reporter | CFTR F508del cor | GSIS activator | miR122 inh | EWS-Fli block | FN deposit inh
O=C(Nc1ccc(F)cc1)C1CC(=O)n2ncnc2N1 (configuration not stated) | 3 | -4 | -1.9 | 7 | -8 | -6 | 1
COC(=O)[C@H](Cc1ccccc1)NC(=O)NC(C)CCc1ccccc1 (some centres not stated) | -2 | 15 | -0.1 | -23 | -5 | 1 | -4
O=C(NCc1cccc(F)c1)c1ccc2nc(N3CCOCC3)sc2c1 | -4 | -6 | 2.0 | -2 | 7 | -18 | -2
O=c1[nH]c(C2CCN(S(=O)(=O)c3ccc4c(c3)OCCO4)CC2)nc2c1nnn2Cc1ccccc1F | 2 | 11 | 2.5 | 58 | / | 0 | 2

Screening data as filed in PubChem BioAssay.
